# AMPAR-TARP mod: modulators of GluA2-stargazin AMPA receptor complexes, primary screen, cell-based, membrane potential dye; Voltage-dependent calcium channel gamma-2 subunit (Mus musculus) + Glutamate receptor 2 …; HEK293 GluA2+stargazin, membrane potential dye (FDSS), glutamate EC50; hits were called plate by plate, in both directions; calls only at 30 µM; actives 3.5% (n = 40,000); AID 1259245, 2017;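 active = any of four per-well response measures lying three or more SD from its plate-wide compound average, in either direction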
# AMPAR-TARP mod agonism max-min: recorded beside AMPAR-TARP mod, whose call it bears; compound max-min signal; compound-alone response (agonism);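 unitless range of fluorescence divided by baseline over first 100 seconds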
# AMPAR-TARP mod glutamate slope: second read-out of AMPAR-TARP mod, no call of its own (marks repeat the call); glutamate slope, % of max; measured here: glutamate response slope, % max;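 scaled per plate between vehicle wells and maximal 1 mM glutamate control wells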
# * marks the source's active call; other numbers are inactive results; i = inactive. Only part of the results is shown; count on the stated rates, not on these rows.
SMILES,AMPAR-TARP mod,AMPAR-TARP mod agonism max-min,AMPAR-TARP mod glutamate slope
O=C(CCSc1ccccc1)NCC(c1ccco1)N1CCOCC1 (stereo unspecified),i,0.105,51.6

# Source: PubChem BioAssay
